Screening data from PubChem.
NPR1 activator: GC-A (human) enzyme activation. HEK293 GC-A cells, cGMP TR-FRET, EC30 ANP; 0% at EC30 ANP, 100% saturating ANP. activation, % at 10 µM. actives 0.14% (n = 370,000); in the data active = activation above about 40%
hcDAF12 agonist: activates DAF-12 receptor from parasite H. contortus. HEK293 hcDAF-12 lit1-tk-luc reporter, luminescence; 0% DMSO, 100% Δ7-dafachronic acid. activation, % at 6.8 µM. actives 1.4% (n = 370,000);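 active = activation above the mean of all tested compounds plus 3 SD, cut at about 5.5% in these data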;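 also: 100% = response to 3 µM Δ7-dafachronic acid high control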
SMARCA2 activ: activators of SMARCA2 function; activation, % at 9.1 µM; MG213 cells, MMTV-luciferase reporter, dexamethasone, overnight; actives 1% (n = 370,000); in the data active = activation above about 7.8%;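 also: 0% = vehicle wells and 100% = reference activator wells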
hgDAF-12 ag: agonists of H. glycines DAF-12 nuclear receptor; HEK293 GAL4-hgDAF12 UAS-luciferase reporter, agonist luminescence; normalized to butyrate control; activation, % at 6.8 µM; actives 1.8% (n = 370,000); AID 687014;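 active = activation above a cutoff set at the mean of all screened compounds plus 3 SD, cut at about 10% in these data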;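 also: 0% = DMSO wells and 100% = sodium butyrate wells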
GAA850 FXN act: frataxin GAA850 promoter activation; actives 0.56% (n = 360,000); HEK293 lucGAA850 FXN promoter luciferase reporter, 24 h; percent of 10 µM SAHA response; activation, % at 6 µM;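 active = activation above the average of all compounds screened plus 3 SD, cutoff fixed separately per campaign, cut at about 7.5% in these data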;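 also: 0% = DMSO wells and 100% = 10 µM SAHA wells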
ADAM17 inh: ADAM17 inhibition, QFRET primary screen; P78536; recombinant ADAM17, EDANS/DABCYL FRET peptide cleavage; inhibition, % at 6.95 µM; actives 0.83% (n = 370,000); AID 720648;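 active = inhibition above the mean of compounds lying between control limits plus 3 SD, set per campaign, cut at about 8.5% in these data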;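 also: 0% = DMSO-only wells as the low control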
PG9 binder: PG9 antibody binding by small molecule | TR-FRET gp120-PG9 antibody binding | inhibition, % at 6.7 µM | actives 0.43% (n = 360,000) | AID 624416; in the data active = inhibition above about 8.5%
DAX1 inh-1: blocks DAX1 repression of SF-1 activated StAR promoter | HEK293T StAR-luciferase reporter, SF-1/DAX-1 repression relief | inhibition, % at 6.8 µM | actives 1.1% (n = 370,000) | AID 652010;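 active = inhibition above the mean over all tested compounds plus 3 SD, cut at about 3.6% in these data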;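 also: 0% = DAX-1 cells with DMSO and 100% = cells lacking DAX-1 with DMSO; higher inhibition means more luminescence from relief of DAX-1 repression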
ADAM10 inh: inhibitors of human ADAM10 | O14672 | recombinant ADAM10, EDANS/DABCYL FRET peptide cleavage, 3 h | inhibition, % at 7 µM | actives 0.62% (n = 370,000) | AID 720582;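 active = inhibition above a per-campaign cutoff equal to the mean of compounds falling between control-based bounds plus 3 SD, cut at about 20% in these data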;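 also: 0% = DMSO wells while the 100% control is not disclosed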
Target sequence (O14672 214-748 limits assumed): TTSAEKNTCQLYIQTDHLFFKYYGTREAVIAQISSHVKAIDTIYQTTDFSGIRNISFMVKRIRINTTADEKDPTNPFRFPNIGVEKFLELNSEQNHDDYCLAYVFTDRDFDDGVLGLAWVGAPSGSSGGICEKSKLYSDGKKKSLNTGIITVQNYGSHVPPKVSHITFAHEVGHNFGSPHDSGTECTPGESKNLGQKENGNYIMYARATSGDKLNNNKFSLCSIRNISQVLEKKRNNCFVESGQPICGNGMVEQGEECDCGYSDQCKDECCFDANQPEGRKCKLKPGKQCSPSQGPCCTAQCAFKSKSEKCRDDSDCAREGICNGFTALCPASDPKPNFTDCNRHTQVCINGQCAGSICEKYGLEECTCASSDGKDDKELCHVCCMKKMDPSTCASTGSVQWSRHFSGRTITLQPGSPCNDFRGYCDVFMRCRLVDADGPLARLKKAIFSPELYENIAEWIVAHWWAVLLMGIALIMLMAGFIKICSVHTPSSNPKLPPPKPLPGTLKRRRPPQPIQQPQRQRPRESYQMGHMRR
DAX1 inh-2: inhibits human nuclear receptor DAX1 | P51843 | HEK293 Gal4-DAX1 luciferase reporter, luminescence | inhibition, % at 6.75 µM | actives 0.99% (n = 340,000) | AID 504766;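 active = inhibition above the mean over all tested compounds plus 3 SD, cut at about 4.2% in these data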;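 also: 0% = DAX1-transfected cells with DMSO and 100% = empty-vector control cells with DMSO; inhibition shows as a rise in luminescence from relieved DAX1 repression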
Target sequence (P51843 207-470 limits assumed): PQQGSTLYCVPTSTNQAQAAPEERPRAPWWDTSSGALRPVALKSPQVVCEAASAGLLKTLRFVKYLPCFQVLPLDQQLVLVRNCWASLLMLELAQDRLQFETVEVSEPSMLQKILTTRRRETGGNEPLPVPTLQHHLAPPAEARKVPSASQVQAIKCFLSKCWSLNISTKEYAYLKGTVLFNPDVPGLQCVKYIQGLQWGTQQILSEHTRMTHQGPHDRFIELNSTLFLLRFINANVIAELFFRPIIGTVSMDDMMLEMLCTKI
ssDAF12 agonist: activates DAF-12 receptor from parasite S. stercoralis. activation, % at 6.8 µM. HEK293 ssDAF-12/GRIP1 lit1-tk-luc reporter, luminescence; % of 3 µM dafachronic acid response. actives 1% (n = 370,000). AID 652126;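 active = activation above the mean over all tested compounds plus 3 SD, cut at about 0.9% in these data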;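 also: 0% = DMSO-only wells and 100% = 3 µM delta7-dafachronic acid wells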
Numbers without * were called inactive; / = not tested or not shown.

SMILES	NPR1 activator	hcDAF12 agonist	SMARCA2 activ	hgDAF-12 ag	GAA850 FXN act	ADAM17 inh	PG9 binder	DAX1 inh-1	ADAM10 inh	DAX1 inh-2	ssDAF12 agonist
Cc1ccc(C(=O)NNC(=O)CCC(=O)NCc2ccccc2)cc1Br	2	1.2	3	2.2	0.9	1	-0.9	-0.3	2	0.8	-0.8
COC(=O)c1cc(NC(=O)c2ccccc2)c(=O)oc1C	0	-0.9	0	2.3	0.3	-4	-2.3	0.0	-8	-0.1	-0.4
Nc1c(Cl)ncnc1Nc1ccc(C(=O)O)cc1	0	-0.2	-3	-2.9	-1.1	-6	0.2	-0.6	-16	-0.1	-1.0
NC1=NC(=O)C(Cc2ccccc2)S1 (stereo not given)	-3	-0.6	-4	-2.4	1.8	-4	-0.2	0.5	-5	2.4	-1.7
Cn1c(=O)[nH]c(=O)c2c1nc(CN1CCOCC1)n2CCCO	-1	-1.8	-3	1.3	-0.3	-4	0.5	0.7	4	1.2	-1.3
CC(=O)Nc1ccc(NC(=O)C2C3CCC(C3)C2C(=O)O)cc1 (stereo not given)	0	1.9	3	1.8	0.7	-5	-3.2	0.0	6	0.7	-0.3
COC(=O)CC1N(S(=O)(=O)c2ccc(C)cc2)c2ccccc2C1(C(=O)OC)C(=O)OC (stereo not given)	-13	-1.9	-2	2.1	/	-6	-0.9	-0.9	-15	/	-1.1
O=C(CN(c1ccc(Cl)cc1)S(=O)(=O)c1ccc(Cl)c([N+](=O)[O-])c1)NCCc1ccc(F)cc1	-27	-1.5	-3	0.0	-0.2	-1	2.3	0.3	7	-0.3	-1.5
CC(C)Nc1ncnc2c1cnn2Cc1ccccc1Cl	0	0.1	0	-2.8	1.9	1	-3.9	-0.1	10	-0.8	-1.2
CSc1ccc(S(=O)(=O)NCCSc2ccccn2)cc1	4	1.4	-2	-2.6	1.5	-3	-1.2	-0.1	7	0.1	-1.3
O=C(Cn1cnc2c(NCc3ccccc3)ncnc21)NCc1ccccn1	1	0.5	-1	0.6	-0.5	-2	-0.3	0.3	-52	-0.5	-0.5
COc1ccc(C2CCCN2C(=S)Nc2cccc(C)c2C)cc1OC (stereo not given)	2	-1.0	-2	-0.5	2.7	-2	-0.3	-0.5	7	1.6	-1.2
Cn1c(SCc2nc3ccccc3s2)nnc1-c1ccc2c(c1)OCO2	-9	3.5	4	3.1	2.6	-4	-2.4	0.9	1	1.5	0.2
CCOC(=O)c1ccc(NC(=O)c2ncn3c2C(=O)NC[C@@H]3C)cc1	-2	-1.4	-2	0.1	0.3	-4	-0.2	-0.9	-3	-0.9	-1.5
COc1ccc(OC)c(CCNC(=O)Cn2ccc3cc(S(=O)(=O)N4CCCC4)ccc32)c1	3	-2.5	-2	-2.6	0.8	-3	0.0	-2.7	-2	-0.1	-0.8
O=C(Nc1nnc(-c2ccco2)o1)C1CC1	-5	6.4*	-4	-0.2	1.7	-8	0.8	-0.2	-5	0.4	-0.9
COCCCNc1ncnc2nc[nH]c12	1	-0.3	-4	2.0	0.6	-2	-0.1	-0.1	-14	1.3	-1.4
O=C(c1ccc(F)cc1F)N1CCCC(c2nc(-c3cccs3)no2)C1 (stereo not given)	-5	-2.3	-4	0.0	1.7	-4	-0.3	-0.2	1	-1.1	-0.9
Cc1ccc(Oc2ncccc2C(=O)NC2CCSC2=O)cc1 (stereo not given)	3	-1.6	1	-3.6	3.2	-1	-3.6	-0.5	-12	-0.7	-1.1
Cn1c(=NC(=O)C2CCCCC2)sc2cc([N+](=O)[O-])ccc21	8	-1.8	-1	0.1	-0.2	-2	0.3	1.2	-2	-1.4	-1.0
CCCCCCCCN1C(=O)[C@H](CC(=O)N2CCCC2)C[C@@]2(C(=O)OC)CCCCC=C12	-1	-1.1	3	-1.9	/	5	2.3	-0.7	-4	/	-0.8
CN(C)C1=NC[C@H](Cc2ccccc2)N1CCc1cccc(F)c1	-6	-0.8	1	1.8	-1.0	-6	0.8	-0.5	9	0.9	-1.0
CCOC(=O)CCC(NC(=O)CCCC(=O)NC(CCC(=O)OCC)C(=O)OCC)C(=O)OCC (stereo not given)	0	0.1	-5	-5.2	0.1	-2	-1.3	0.2	-11	0.5	-0.3
O=C1CN(C(=O)COC(=O)c2ccc(Cl)cc2)c2ccccc2N1	31	1.5	1	1.9	-0.4	-8	-0.8	1.9	-9	0.3	0.0
O=C(COC(=O)Cc1ccc(S(=O)(=O)N2CCOCC2)s1)Nc1ccc(F)cc1F	2	-0.6	-3	1.9	-0.6	-5	1.4	-1.5	-13	-0.7	-1.8
CCN(CC)CCn1c2c(c(SCC(=O)Nc3cc(C)ccc3C)nc1=O)CCC2	-3	1.3	-1	-0.6	0.3	-2	0.0	2.4	3	1.7	-0.3
Cc1cc(Br)c2c(c1)[C@](O)(c1cn(C)c3ccccc13)C(=O)N2C	-3	-0.1	-4	-3.1	/	3	-0.6	0.6	3	/	-0.6
O=C(O)C[C@H]1c2cc(C(F)(F)F)ccc2S(=O)(=O)N1C1CCCC1	0	0.7	-1	1.3	1.2	1	-2.8	0.3	0	0.9	-1.2
CCOc1cc2[nH]c(=O)n(CCCN3CCN(c4ccc(OC)cc4)CC3)c(=O)c2cc1OCC	-5	0.8	-1	-1.5	0.4	-5	-1.3	-0.4	-14	-0.1	-1.5
COc1ccc(CNC(=O)c2[nH]c(C)c(C(C)=O)c2C)cc1	-3	-0.2	-3	-0.6	0.0	1	-2.6	-0.3	-12	-0.1	-1.1
CSc1ccccc1NC(=O)c1ccco1	2	0.1	-2	0.4	1.9	-3	2.0	0.1	1	-0.1	-1.0
CCCC(=O)OC[C@H]1CN([C@H](C)c2ccccc2)S(=O)(=O)c2c(F)cccc2O1	-3	-0.6	0	-0.6	/	7	1.3	0.7	6	/	-0.2
Clc1cccc(N2CCN(c3nnnn3-c3ccccc3)CC2)c1	-5	-0.3	-1	-1.2	2.1	-3	-0.6	-0.2	-2	3.2	-1.3
Cc1ccccc1CN1CCCCC(NC(=O)Nc2ccccc2)C1=O (stereo not given)	6	-4.6	-3	-3.8	/	-1	/	-2.8	-1	/	-1.6
CCOC(=O)c1ccc(NC(=O)c2nc(S(=O)(=O)Cc3ccccc3)ncc2Cl)cc1	-10	1.2	6	3.1	16*	-5	0.1	-0.3	-2	-0.2	-1.3
O=C(COC(=O)/C=C/c1ccc([N+](=O)[O-])cc1)NCc1ccccc1	-6	-1.0	-2	-3.1	1.6	-4	0.3	0.2	3	-0.2	-1.1
Cc1ccc(C)c(-c2nnc(NC(=O)c3ccc([N+](=O)[O-])o3)o2)c1	-6	0.2	-1	-0.1	1.1	-1	-1.8	-1.4	-2	1.0	-0.8
O=C(c1ccc(F)cc1)N1CCCCC(Sc2nnnn2-c2ccccc2)C1=O (stereo not given)	0	1.6	1	1.1	0.9	1	0.0	0.1	6	-0.3	-0.9
NC(N)=NS(=O)(=O)c1ccc(NC(=S)NC(=O)/C=C/c2cccs2)cc1	-1	-0.1	-3	-1.9	1.5	-2	2.3	0.0	-1	-1.0	-0.4
C=CCOc1ccc(CNc2ccc(NC(=O)CC(C)C)cc2)cc1OC	-4	3.6	-2	2.5	1.8	0	-2.0	-0.1	-11	-0.2	-1.3
CC1=NN(C(N)=S)C(=O)C1N=Nc1ccccc1C (stereo not given)	0	0.7	2	2.7	2.8	4	-1.5	0.8	13	-1.4	-1.3
COc1cc(/C=C2/C(=N)N3C(=NC2=O)SN=C3S(C)(=O)=O)ccc1OC(=O)c1ccco1	0	-1.2	-3	0.5	1.4	-22	-0.9	-0.3	-54	1.0	-0.8
C[C@H]1COC(=O)[C@H](CC(=O)OC(C)(C)C)C/C=C\C[C@@H](CC(=O)N[C@H](CO)Cc2ccccc2)C(=O)N1	6	-1.8	0	1.2	0.1	-4	0.0	0.5	-9	0.3	-1.1
C=CCOc1ccccc1CNc1ccccc1C	0	-1.0	0	1.4	0.1	-3	-0.2	0.3	-1	-0.7	-1.4
CCSc1nnc(-c2ccc(S(=O)(=O)N3CCCC3)cc2)n1C	4	0.2	6	0.6	0.5	-5	-2.3	-0.2	-13	-0.9	-1.0
COc1ccc(CCN=C(C)c2cc(C)c(C)cc2O)cc1OC	-1	0.7	-3	3.5	-1.0	0	1.1	-0.5	3	2.5	-1.0
COc1ccc(NC(=S)NC2CCCCCC2)c(OC)c1	0	-1.7	2	-3.7	0.5	-1	-3.8	0.0	4	-0.6	-1.2
O=C(NCCOc1ccccc1F)c1ccccc1SCc1ccc(F)cc1	-5	-1.4	-1	-0.1	0.3	2	-0.8	-0.4	8	-2.8	-0.4
c1ccc(CN2CCc3[nH]c4ccccc4c3C2)cc1	-5	2.5	7	1.2	0.9	-3	0.2	-0.5	-27	0.9	-0.4
CN(Cc1ccco1)S(=O)(=O)c1nnc(NC(=O)c2cccc(Cl)c2)s1	-2	1.0	0	-0.7	2.6	1	-1.8	2.9	11	0.8	-1.4

Random excerpt: 2 entries already listed, in no set order.
SMILES	NPR1 activator	hcDAF12 agonist	SMARCA2 activ	hgDAF-12 ag	GAA850 FXN act	ADAM17 inh	PG9 binder	DAX1 inh-1	ADAM10 inh	DAX1 inh-2	ssDAF12 agonist
CN(Cc1ccco1)S(=O)(=O)c1nnc(NC(=O)c2cccc(Cl)c2)s1	-2	1.0	0	-0.7	2.6	1	-1.8	2.9	11	0.8	-1.4
COc1ccc(NC(=S)NC2CCCCCC2)c(OC)c1	0	-1.7	2	-3.7	0.5	-1	-3.8	0.0	4	-0.6	-1.2

Additional compounds follow:
SMILES	NPR1 activator	hcDAF12 agonist	SMARCA2 activ	hgDAF-12 ag	GAA850 FXN act	ADAM17 inh	PG9 binder	DAX1 inh-1	ADAM10 inh	DAX1 inh-2	ssDAF12 agonist
CCN(CC)c1ccc([N+](=O)[O-])cc1C(=O)N1CCOCC1	3	-2.4	2	-4.4	2.5	2	-0.6	-0.6	3	0.0	-1.7
Cc1nc2ccccc2n1CC(=O)OCC(=O)N1CCC(C)CC1	3	-2.4	3	-3.0	-0.6	2	-1.2	-1.8	-7	-3.3	-1.4
COc1cccc(CN2CCc3[nH]c(=S)[nH]c(=O)c3C2)c1	-3	0.0	-3	-2.9	-1.4	-3	1.2	-0.4	2	0.0	-0.3
O=C(c1ccccc1F)N1CCN(c2ccc([N+](=O)[O-])c(NCC3CCCO3)c2)CC1 (stereo not given)	-1	-2.1	0	-1.5	3.6	1	-2.9	-1.1	0	-1.4	-0.9
CCOCCCN1C(=O)CN(C2CCCCC2)C(=O)C1c1ccc(OCC)c(OC)c1 (stereo not given)	3	-1.5	-1	3.0	0.0	-8	-1.6	-0.1	-3	-0.3	-1.1
O=C(CC12CC3CC(CC(C3)C1)C2)NCCN1CCOCC1	3	0.1	-1	0.1	2.4	0	-2.5	-0.5	3	-0.1	-1.8
CC(C)(C)n1nnnc1C(CCc1ccccc1)N1CCN(C/C=C/c2ccccc2)CC1 (stereo not given)	-1	-0.5	-1	-1.2	/	-1	0.6	-2.3	-2	/	-1.2
COc1ccc(/C=C/C(=O)NCCOc2ccc(C)cc2)cc1	2	-1.5	-2	-1.9	-0.3	0	-0.4	-1.1	-4	-0.1	-1.4
